# Rhodamine autofl – qHTS Assay for Spectroscopic Profiling in Rhodamine Spectral Region; Rhodamine-region fluorescence, 547/598 nm, Tris buffer; stronger effect = higher value; max dye-equivalent concentration, M; actives 0.05% (n = 59,000); in the data active = max dye-equivalent concentration above about 11 nM; inconclusive = between about 1.1 nM and that limit
#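 Compounds in 100 mM Tris buffer, pH 8.0, were incubated 15 min at room temperature, then read at 547 nm excitation and 598 nm emission. Fluorescence was normalized against a per-plate six-point rhodamine standard curve as dye-equivalent concentration.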
# BRCT inh green – qHTS Assay for Inhibitors of BRCT-Phosphoprotein Interaction (Green Fluorophore). Breast cancer type 1 susceptibility protein (Homo sapiens), P38398. BRCA1 BRCT-phosphopeptide binding, green fluorescence polarization. Potency, µM (top dose mostly 76.9 µM), for the others: top-dose activity change, negative = inhibition, actives largely listed as inhibitors. actives 0.05% (n = 75,000);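 also: potency is read from the fitted curve at half-maximal effect; plate controls were peptide without protein for full effect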
#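 Compounds were incubated for 12 min at room temperature with a complex of 100 nM fluorescein-tagged pBACH1 decapeptide and 250 nM His-tagged BRCT protein. Buffer was phosphate pH 7.3 with EDTA, DTT and Tween 20. Disruption of binding lowers the polarization signal.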
# BRCT inh red – qHTS Assay for Inhibitors of BRCT-Phosphoprotein Interaction (Red Fluorophore). Potency, µM (series often up to 76.9 µM), for inactives: at the highest dose activity change, negative = inhibition, usual class: inhibitors. BRCT-phosphopeptide binding, red fluorescence polarization. actives 0.03% (n = 75,000). AID 892, 2007; also: % is scaled to controls: 0 for no effect and ±100 for the full control effect
#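 Fluorescence polarization: 100 nM His-tagged BRCA1 BRCT with 100 nM TAMRA-labelled phospho-BACH1 decapeptide, phosphate buffer pH 7.3 with 150 mM NaCl, DTT, 0.01% Tween 20; 12 min RT. Binding inhibition seen as FP decrease.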
# Texas Red fluor – qHTS Assay for Spectroscopic Profiling in Texas Red Spectral Region. Compound fluorescence, Texas Red channel, 547/618 nm; stronger effect = higher value. max dye-equivalent concentration, M. actives 0.06% (n = 59,000). AID 587, 2007; in the data active = max dye-equivalent concentration above about 10 nM; inconclusive = between about 1.1 nM and that limit
#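 Texas Red-region profiling: compounds in 100 mM Tris pH 8.0 were read at 547/618 nm after 15 min at room temperature. Intensities were normalized against a six-point Texas Red standard series to give dye-equivalent concentration.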
# Caspase-1 inhib – qHTS Assay for Allosteric/Competitive Inhibitors of Caspase-1; Caspase-1 enzyme, Ac-WEHD-AFC fluorogenic rate; actives 0.03% (n = 75,000); Potency, µM (series often up to 57.5 µM), for the others: at the highest dose activity change, negative = inhibition, actives largely listed as inhibitors; P29466;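 also: potency is read from the fitted curve at half-maximal effect; plate controls were vehicle for no effect and no substrate for full effect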
# Target sequence (P29466 120-297 limits assumed): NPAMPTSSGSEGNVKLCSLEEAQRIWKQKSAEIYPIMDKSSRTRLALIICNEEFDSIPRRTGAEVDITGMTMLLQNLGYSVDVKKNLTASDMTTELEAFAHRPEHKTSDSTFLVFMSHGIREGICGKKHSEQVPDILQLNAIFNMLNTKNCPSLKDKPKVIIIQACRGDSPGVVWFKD
# Target sequence (P29466 317-404 limits assumed): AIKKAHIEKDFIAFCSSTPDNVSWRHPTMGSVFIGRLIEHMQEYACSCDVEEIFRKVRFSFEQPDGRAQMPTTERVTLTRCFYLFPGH
# A350 autofl – qHTS Assay for Spectroscopic Profiling in A350 Spectral Region; Compound autofluorescence, 340/450 nm, Alexa 350 dye-equivalents; stronger effect = higher value; max dye-equivalent concentration, M; actives 11% (n = 59,000); in the data active = max dye-equivalent concentration above about 10 nM; inconclusive = mostly about 1.1 nM to 9.6 nM
# Casp7 inh – qHTS Assay for Allosteric/Competitive Inhibitors of Caspase-7 | AID 889, 2007 | actives 0.02% (n = 75,000) | P55210 | recombinant caspase-7, Ac-DEVD-AFC fluorescence rate | Potency, µM (highest dose often 57.5 µM), for the others: at the highest dose activity change, negative = inhibition, actives largely listed as inhibitors; active = well fitted inhibition curve with a large enough effect in the main read-out, with a control signal flat, not every such curve was filed as active; inconclusive = small, poorly fitted or top-dose-only effect, or a change in a side signal; also: potency is read from the fitted curve at half-maximal effect; % of control where 0% means no effect
# Target sequence (P55210 24-198 limits assumed): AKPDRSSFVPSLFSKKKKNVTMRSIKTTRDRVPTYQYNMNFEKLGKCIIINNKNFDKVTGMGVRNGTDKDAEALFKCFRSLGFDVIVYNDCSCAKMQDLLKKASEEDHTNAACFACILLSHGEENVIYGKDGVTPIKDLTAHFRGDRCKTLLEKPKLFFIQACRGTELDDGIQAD
# Target sequence (P55210 207-303 limits assumed): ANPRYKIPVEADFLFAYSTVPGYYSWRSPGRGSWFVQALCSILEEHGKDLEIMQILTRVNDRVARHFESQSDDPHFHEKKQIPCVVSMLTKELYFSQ
# 4-MU autofl – qHTS Assay for Spectroscopic Profiling in 4-MU Spectral Region | max dye-equivalent concentration, M | compound autofluorescence, 340/450 nm, 4-MU equivalents; stronger effect = higher value | actives 11% (n = 59,000); in the data active = max dye-equivalent concentration above about 10 nM; inconclusive = mostly about 1.1 nM to 9.6 nM
#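 Compounds in 100 mM Tris, pH 8.0, sat 15 min at room temperature before fluorescence was read at 340 nm excitation/450 nm emission; a per-plate six-point 4-MU standard curve converted signals to dye-equivalent concentration at each compound concentration.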
# HEK293 cAMP ctrl – qHTS Assay for Agonists of the Thyroid Stimulating Hormone Receptor: Activators of Intracellular cAMP Concentrations in Parental HEK 293 | parental HEK293 CNG cAMP sensor, membrane potential fluorescence | Potency, µM (highest dose often 57.1 µM), inactives show top-dose activation, most hits filed as activators | actives 2.5% (n = 73,000); also: potency is read from the fitted curve at half-maximal effect; % of control where 0% means no effect; nearly all actives have a fitted effect of over 55% in size
#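 Parental HEK 293 cells stably expressing a modified CNG channel (no TSHR) report cAMP rise as membrane depolarization. Membrane potential dye with 100 uM RO 20-1724 was loaded for 60 min at room temperature, then compound added for 30 min; fluorescence read at 590 nm.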
# USP2a inhib – qHTS Assay for Inhibitors of Ubiquitin-specific Protease USP2a | Ubiquitin carboxyl-terminal hydrolase 2 (Homo sapiens), O75604 | USP2a enzymatic assay, qHTS inhibition | Potency, µM (highest dose often 38.3 µM), for the others: at the highest dose activity change, negative = inhibition, hits mostly inhibitors | actives 0.1% (n = 60,000);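 also: potency is read from the fitted curve at half-maximal effect; nearly all actives have a fitted effect of over 60% in size; plate controls were DMSO for no effect and NEM full inhibition control for full effect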
#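 Coupled readout: USP2-cleaved Ub-PLA2 (20nM final) turns over NBD C6-HPC (20uM final), Ex 460nm/Em 535nm after 2.5 h, time-zero read flagging artifacts. Enzyme (20nM final, pH 8.0 Tris) given 30 min RT with compound first; NEM defines full inhibition.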
# Fluorescein autfl – qHTS Assay for Spectroscopic Profiling in Fluorescein Spectral Region. Compound autofluorescence, 480/540 nm, fluorescein-equivalent; stronger effect = higher value. max fluorescein-equivalent concentration, M. actives 0.91% (n = 59,000); in the data active = max fluorescein-equivalent concentration above about 10 nM; inconclusive = between about 1.1 nM and that limit
#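 Autofluorescence profiling; 100 mM Tris, pH 8.0; incubation 15 min at RT; ex/em 480/540 nm; result as fluorescein-equivalent concentration.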
# An asterisk follows results filed as active; i = inactive; ? = inconclusive; . = not tested or not shown; ! = not active in a repeat; [ ] = another dose, or the depositor's remark. Unless noted, calls follow the shape of the dose curve; as a rule, active = well fitted curve in the direction sought with a large enough effect; inconclusive = small, poorly fitted or top-dose-only effect, or another doubt; inactive = no such curve, though single readings can be large; an effect the other way counts as inactive or inconclusive. These rows are one share of the data; rates above refer to the full screens.
SMILES,Rhodamine autofl,BRCT inh green,BRCT inh red,Texas Red fluor,Caspase-1 inhib,A350 autofl,Casp7 inh,4-MU autofl,HEK293 cAMP ctrl,USP2a inhib,Fluorescein autfl
CCOC(=O)C1CCCN(CC(=O)Nc2c(C(=O)OC)[nH]c3ccc(Br)cc23)C1 (stereo unspecified),i,-3.7%,-0.3%,i,-4%,i,-2%,i,3%,31%[activator],i
O=c1oc2ccccc2n1CSC1=NCCS1,i,-1.3%,-0.4%,?,-1%,i,-1%,i,-2%,-14%,i
COC(=O)C1CCC(C)(C(=O)Nc2ccccc2)C1(C)C (stereo unspecified),i,-4.2%,-1.6%,i,1%,i,0%,i,16%,3%,?
NC(=O)C[C@@H]1N[C@]2(C(=O)Nc3ccccc32)[C@@H]2C(=O)N(c3cc(C(F)(F)F)ccc3Cl)C(=O)[C@H]12,i,-1.8%,-3.2%,?,?,i,-24%,i,25%,31%[activator],?
CS(=O)(=O)c1ccc2nc(N)sc2c1,i,0.4%,-0.5%,i,3%,?,2%,?,4%,0%,?
COc1ccc(NC(=O)CSC2=C(C#N)C(c3ccco3)C3=C(CCCC3=O)N2)c(OC)c1 (stereo unspecified),i,.,.,i,.,?,.,?,.,.,i
COc1cc2c(cc1OC)-c1cc3ccc(OC)c(OC)c3c[n+]1CC2,i,-1.1%[3.08 µM],1.3%,?,-1%,i,-5%,i,2%[25.6 µM],-12%,?
CC(=O)Nc1c(C(=O)O)oc2ccccc12,i,-0.6%,-0.8%,i,-2%,i,-1%,i,-3%,-13%,i
O=c1[nH]c(C2CCCN(S(=O)(=O)c3ccccc3)C2)nc2c1nnn2Cc1ccccc1 (stereo unspecified),i,5.2%,-2.0%,i,-4%,i,-7%,i,19%,35%[activator],i
CCC(=O)N(c1ccc(F)cc1)C1C=CS(=O)(=O)C1 (stereo unspecified),i,-2.3%,1.0%,i,-1%,i,0%,i,0%,0%,i
C=CCN(C(=O)CNS(=O)(=O)c1ccccc1)C(C(=O)NCCOC)c1ccncc1 (stereo unspecified),i,-3.9%,-0.4%,i,0%,i,-1%,i,6%,5%,i
CC(NC(=O)c1ccc2c(c1)OCO2)C(c1cccs1)N1CCOCC1 (stereo unspecified),i,1.2%,0.8%,i,-1%,i,-1%,i,10%,9%,?
CN(Cc1ccccc1)Cc1nc2c([nH]1)c(=O)n(C)c(=O)n2C,i,-1.8%,-3.0%,i,-1%,i,2%,i,0%,.,i
OCCOCCOCCn1c2ccccc2c2ccccc21,i,-0.6%,-0.2%,i,-3%,?,-1%,?,-1%,8%,i
O=C1CC(N2CCC(O)CC2)C(=O)N1c1ccc(Br)cc1 (stereo unspecified),.,-0.3%,1.4%,.,0%,.,-1%,.,3%,17%,.
Brc1ccc2nc(CSc3ncn[nH]3)cn2c1,i,0.0%,0.3%,i,-1%,i,-1%,i,-3%,-4%,?
COc1cccc(NC(=O)CN2C(=O)C3(OCCCO3)c3ccccc32)c1,i,-0.9%,-3.2%,i,0%,i,0%,i,10%,12%,i
Cc1c(N=C2NC(=O)C(CC(=O)Nc3ccc(Cl)cc3)S2)c(=O)n(-c2ccccc2)n1C (stereo unspecified),i,-2.5%,-2.3%,i,1%,i,2%,i,-5%,18%,i
CCn1c(SCc2ccccc2)nnc1-c1ccc(S(=O)(=O)N2CCCCC2)cc1,i,0.6%,-1.1%,i,-3%,i,-2%,i,?,.,i
c1ccc(N(c2ccccc2)c2nc(N3CCCC3)nc(-n3ccnc3)n2)cc1,i,-1.9%,-0.7%,i,1%,i,-1%,i,?,1%,i

# Part of the list above, with two lines to a compound.
# The line under a structure holds: Rhodamine autofl, BRCT inh green, BRCT inh red, Texas Red fluor, Caspase-1 inhib, A350 autofl, Casp7 inh, 4-MU autofl, HEK293 cAMP ctrl, USP2a inhib, Fluorescein autfl
Brc1ccc2nc(CSc3ncn[nH]3)cn2c1
 : i, 0.0%, 0.3%, i, -1%, i, -1%, i, -3%, -4%, ?
COc1cccc(NC(=O)CN2C(=O)C3(OCCCO3)c3ccccc32)c1
 : i, -0.9%, -3.2%, i, 0%, i, 0%, i, 10%, 12%, i

# New compounds follow
SMILES,Rhodamine autofl,BRCT inh green,BRCT inh red,Texas Red fluor,Caspase-1 inhib,A350 autofl,Casp7 inh,4-MU autofl,HEK293 cAMP ctrl,USP2a inhib,Fluorescein autfl
Cn1c(=O)n(Cc2ccccc2)c(=O)c2c1nc1n2CCCN1C1CCCCC1,i,-0.9%,-0.4%,?,-2%,?,-1%,i,-50%[inhibitor],12%,?
CN(Cc1ccccc1)C(=O)c1ccc2c(c1)OCO2,i,-1.0%,-1.2%,?,-1%,i,-1%,i,28%,2%,i
COc1ccc(C(=O)N2CCN(S(=O)(=O)N3CCOCC3)CC2)cc1OC,i,-1.2%,-0.6%,i,1%,i,0%,i,2%,11%,i
CCCN1CCN(C(c2cc3cc4c(cc3[nH]c2=O)OCO4)c2nnnn2C(C)(C)C)CC1 (stereo unspecified),i,-2.0%,-0.2%,i,-15%,1.2e-06M*,-10%,1.7e-06M*,-3%,-2%,i
Cn1cccc1C(=O)N1CCC2(CCCN(C(c3ccccc3)c3ccccc3)C2)CC1,i,-3.1%,-0.4%,i,-5%,i,-3%,i,15%,84%[activator],i
CCCOc1cc(CC(=O)NCc2ccco2)ccc1OC,i,-1.2%,1.0%,i,-1%,i,-1%,i,1%,10%,i
CC(C)c1cc(NC(=O)CSc2nnc(-c3ccccc3F)n2C)on1,i,1.2%,0.2%,?,-3%,?,-1%,?,15%,14%,i
COc1cccc(CNn2cnnc2)c1OCc1ccc(F)cc1,i,-2.7%,0.4%,i,-1%,i,-9%,i,?,10%,i
O=C(CSc1nnc(-c2cccnc2)n1C1CCCCC1)NC1CCCC1,i,1.2%,-1.1%,i,0%,?,9%,i,2%,-5%,i
Cc1cc(C)nc(-n2nc(C)c(C3(O)C(=O)Nc4ccccc43)c2N)n1 (stereo unspecified),i,-0.5%,0.7%,i,1%,i,0%,i,20%,-1%,i
CCOC(=O)CSc1nccc(N(C)C)c1C#N,.,-0.4%,-0.7%,.,-2%,.,-1%,.,-1%,7%,.
COCc1nc2ccccc2n1CCOc1ccccc1OC,i,-0.8%,-0.9%,?,-2%,i,1%,i,28%,4%,i
O=C1CC2(CCCC2)CC(=O)N1CCCCN1CCN(c2ncccn2)CC1,i,0.5%,-0.8%,i,2%,3.3e-08M*!,-1%,3.6e-08M*!,6%,1%[17.1 µM],?
Cc1ccc2c(c1)[nH]c1c(=O)n(CCN3CCNCC3)cnc12,i,-1.5%,-0.9%,?,0%,i,0%,i,5%,-6%,i
COc1ccc(-c2cn3cccnc3n2)cc1NC(=O)C1CC1,i,4.0%,2.0%,i,-2%,7.2e-08M*,-3%,7.4e-08M*,3%,0%,i
COc1ccc(-c2nc(-c3ccc(NC(=O)c4ccc(Br)o4)cc3)no2)cc1OC,i,-0.8%,0.3%,i,0%,i,-1%,i,?,24%,i
NC(=O)NC(Cc1ccccc1)C(=O)NCC1(N2CCCCC2)CCCCC1 (stereo unspecified),i,4.3%,0.2%,?,2%,i,-1%,i,-3%,-10%,i
COC(=O)COc1ccc(S(=O)(=O)Nc2ccc(C(N)=O)cc2)cc1,i,-0.3%,1.1%,i,1%,i,0%,i,5%,5%,i
CC(C)(C)C1CCC(OC(=O)c2ccncc2)CC1 (stereo unspecified),i,-4.4%,-0.6%,i,-1%,i,0%,i,14%,-3%,i
COc1cccc(-n2nnc3c(=O)n(CC(=O)N4CCC(Cc5ccccc5)CC4)cnc32)c1,i,-0.3%,-1.1%,?,-1%,i,-1%,i,25%,4%,i

# Shown bar-delimited: 3 of the compounds above.
compound | Rhodamine autofl | BRCT inh green | BRCT inh red | Texas Red fluor | Caspase-1 inhib | A350 autofl | Casp7 inh | 4-MU autofl | HEK293 cAMP ctrl | USP2a inhib | Fluorescein autfl
CCOC(=O)CSc1nccc(N(C)C)c1C#N | . | -0.4% | -0.7% | . | -2% | . | -1% | . | -1% | 7% | .
COCc1nc2ccccc2n1CCOc1ccccc1OC | i | -0.8% | -0.9% | ? | -2% | i | 1% | i | 28% | 4% | i
O=C1CC2(CCCC2)CC(=O)N1CCCCN1CCN(c2ncccn2)CC1 | i | 0.5% | -0.8% | i | 2% | 3.3e-08M*! | -1% | 3.6e-08M*! | 6% | 1%[17.1 µM] | ?
